Bioassay records deposited in PubChem BioAssay by National Center for Advancing Translational Sciences (NCATS).
A-T KAP1 phos: qHTS Assay for Identifying a Potential Treatment of Ataxia-Telangiectasia. […] A-T fibroblasts, KAP-1 phosphorylation AlphaLISA; neocarzinostatin DNA damage 30 min before lysis. Potency, µM (highest dose often 57.5 µM), inactives show at the top dose activation, hits mostly activators. hit rate 0.19% among 320,000; further: potency means the concentration at half of the fitted maximal effect; % of control where 0% means no effect; nearly all actives have a fitted effect of over 45% in size
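hTERT-immortalized A-T patient fibroblasts ([…]), 500 cells/well in OPTI-MEM, 1% FBS, got compounds for 60 min, then NCS for 30 min at 37C. Lysates were then assayed for phospho-KAP-1 by AlphaLISA (anti-pKAP1 donor, anti-KAP1 acceptor beads), 6 hr at 25C.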
GALK inhibitor: qHTS Assay for Inhibitors of Human Galactokinase (GALK) | P51570 | Purified GALK, Kinase-Glo residual ATP luminescence | Potency, µM (titrated, usually from 57.5 µM), without a hit: at the highest dose activity change, negative = inhibition, most hits filed as inhibitors | hit rate 0.007% among 270,000 | AID 1868, 2009; further: potency means the concentration at half of the fitted maximal effect; on the % scale 0 is the no-effect control and ±100 the full control effect
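Compounds were pin-transferred into ATP buffer (35 uM final), then GALK plus galactose (5 nM, 100 uM final) was added. After 1 h at room temperature, Kinase-Glo Plus was added and luminescence read after 10 min.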
Giardia killer: Small Molecules that selectively kill Giardia lamblia: qHTS; Giardia lamblia trophozoite viability; activity change, % at 7.66 µM, hits read low; hit rate 0.15% among 340,000; in the data active means activity change below about -80%; inconclusive means between about -30% and that limit;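 further: parasites exposed to compound for two days anaerobically before the ATP read; on the % scale 0 is the no-effect control and ±100 the full control effect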
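Luminescent ATP signal served as the viability read-out, measured 15-30 min after adding ATP detection reagent to trophozoites that had been incubated with compounds for 48 hrs at 37 deg C anaerobically at 100 cells/well.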
Coupling enz: qHTS Assay for Inhibitors of Fructose-1,6-bisphosphate Aldolase from Giardia Lamblia: Coupling assay counterscreen; coupling enzyme system counterscreen, AmpLite Red fluorescence; activity change, negative = inhibition, % at 58.2 µM, hits read low; hit rate 0.67% among 290,000; AID 2472, 2010; in the data active means activity change below about -30%; further: on the % scale 0 is the no-effect control and ±100 the full control effect
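Counterscreen lacking aldolase: glyceraldehyde-3-phosphate coupling-enzyme reagent preincubated 10 min at RT with compound (at 57.5 uM final), then substrate/coupling system with AmpLite Red added; fluorescence read at 525/598 nm after 20 min RT.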
BCR signal inh: qHTS Assay to Find Inhibitors of Chronic Active B-Cell Receptor Signaling; ABC-DLBCL IkBa-CBG/CBR reporter, luminescence ratio, 4 h; Potency, µM (series often up to 46.1 µM), for inactives: at the highest dose ratio change, negative = lower green/red ratio, actives largely listed as inhibitors; hit rate 0.05% among 340,000; active means well fitted inhibition curve with a large enough effect in the signal ratio, with a control signal flat, not every such curve was filed as active; inconclusive means small, poorly fitted or top-dose-only effect, or effect the other way, or a change in a side signal; the % refers to the signal ratio;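 further: potency means the concentration at half of the fitted maximal effect; plate controls were basal doxycycline-induced cells for no effect and cells given 10 µM MG132 for full effect; MG132 reads +100%, hits lower the ratio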
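Cell line TMD8 (human ABC DLBCL), stably expressing tet-inducible CBG68-IkBa fusion and CBR; IMDM/0.5% FBS; cpd up to 46 uM; dox induction, 4 h, 37C/5% CO2; dual luminescence; green/red ratio; MG132 control.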
CXXC DNA block: qHTS Fluorescence Polarization Assay for Inhibitors of MLL CXXC domain - DNA interaction | MLL-CXXC / FITC-HOXA9 DNA fluorescence polarization | Potency, µM (top dose mostly 115 µM), for inactives: at the highest dose activity change, negative = inhibition, actives largely listed as inhibitors | hit rate 0.037% among 290,000; active means well fitted inhibition curve with a large enough effect in the polarisation, with a control signal flat, not every such curve was filed as active; inconclusive means small, poorly fitted or top-dose-only effect, or effect the other way, or a change in a side signal; inactive means no such curve, though single readings can be large or run the other way; the % refers to the polarisation; further: potency means the concentration at half of the fitted maximal effect
Target sequence (Q03164 whole entry, looked up, the tested form may be a part): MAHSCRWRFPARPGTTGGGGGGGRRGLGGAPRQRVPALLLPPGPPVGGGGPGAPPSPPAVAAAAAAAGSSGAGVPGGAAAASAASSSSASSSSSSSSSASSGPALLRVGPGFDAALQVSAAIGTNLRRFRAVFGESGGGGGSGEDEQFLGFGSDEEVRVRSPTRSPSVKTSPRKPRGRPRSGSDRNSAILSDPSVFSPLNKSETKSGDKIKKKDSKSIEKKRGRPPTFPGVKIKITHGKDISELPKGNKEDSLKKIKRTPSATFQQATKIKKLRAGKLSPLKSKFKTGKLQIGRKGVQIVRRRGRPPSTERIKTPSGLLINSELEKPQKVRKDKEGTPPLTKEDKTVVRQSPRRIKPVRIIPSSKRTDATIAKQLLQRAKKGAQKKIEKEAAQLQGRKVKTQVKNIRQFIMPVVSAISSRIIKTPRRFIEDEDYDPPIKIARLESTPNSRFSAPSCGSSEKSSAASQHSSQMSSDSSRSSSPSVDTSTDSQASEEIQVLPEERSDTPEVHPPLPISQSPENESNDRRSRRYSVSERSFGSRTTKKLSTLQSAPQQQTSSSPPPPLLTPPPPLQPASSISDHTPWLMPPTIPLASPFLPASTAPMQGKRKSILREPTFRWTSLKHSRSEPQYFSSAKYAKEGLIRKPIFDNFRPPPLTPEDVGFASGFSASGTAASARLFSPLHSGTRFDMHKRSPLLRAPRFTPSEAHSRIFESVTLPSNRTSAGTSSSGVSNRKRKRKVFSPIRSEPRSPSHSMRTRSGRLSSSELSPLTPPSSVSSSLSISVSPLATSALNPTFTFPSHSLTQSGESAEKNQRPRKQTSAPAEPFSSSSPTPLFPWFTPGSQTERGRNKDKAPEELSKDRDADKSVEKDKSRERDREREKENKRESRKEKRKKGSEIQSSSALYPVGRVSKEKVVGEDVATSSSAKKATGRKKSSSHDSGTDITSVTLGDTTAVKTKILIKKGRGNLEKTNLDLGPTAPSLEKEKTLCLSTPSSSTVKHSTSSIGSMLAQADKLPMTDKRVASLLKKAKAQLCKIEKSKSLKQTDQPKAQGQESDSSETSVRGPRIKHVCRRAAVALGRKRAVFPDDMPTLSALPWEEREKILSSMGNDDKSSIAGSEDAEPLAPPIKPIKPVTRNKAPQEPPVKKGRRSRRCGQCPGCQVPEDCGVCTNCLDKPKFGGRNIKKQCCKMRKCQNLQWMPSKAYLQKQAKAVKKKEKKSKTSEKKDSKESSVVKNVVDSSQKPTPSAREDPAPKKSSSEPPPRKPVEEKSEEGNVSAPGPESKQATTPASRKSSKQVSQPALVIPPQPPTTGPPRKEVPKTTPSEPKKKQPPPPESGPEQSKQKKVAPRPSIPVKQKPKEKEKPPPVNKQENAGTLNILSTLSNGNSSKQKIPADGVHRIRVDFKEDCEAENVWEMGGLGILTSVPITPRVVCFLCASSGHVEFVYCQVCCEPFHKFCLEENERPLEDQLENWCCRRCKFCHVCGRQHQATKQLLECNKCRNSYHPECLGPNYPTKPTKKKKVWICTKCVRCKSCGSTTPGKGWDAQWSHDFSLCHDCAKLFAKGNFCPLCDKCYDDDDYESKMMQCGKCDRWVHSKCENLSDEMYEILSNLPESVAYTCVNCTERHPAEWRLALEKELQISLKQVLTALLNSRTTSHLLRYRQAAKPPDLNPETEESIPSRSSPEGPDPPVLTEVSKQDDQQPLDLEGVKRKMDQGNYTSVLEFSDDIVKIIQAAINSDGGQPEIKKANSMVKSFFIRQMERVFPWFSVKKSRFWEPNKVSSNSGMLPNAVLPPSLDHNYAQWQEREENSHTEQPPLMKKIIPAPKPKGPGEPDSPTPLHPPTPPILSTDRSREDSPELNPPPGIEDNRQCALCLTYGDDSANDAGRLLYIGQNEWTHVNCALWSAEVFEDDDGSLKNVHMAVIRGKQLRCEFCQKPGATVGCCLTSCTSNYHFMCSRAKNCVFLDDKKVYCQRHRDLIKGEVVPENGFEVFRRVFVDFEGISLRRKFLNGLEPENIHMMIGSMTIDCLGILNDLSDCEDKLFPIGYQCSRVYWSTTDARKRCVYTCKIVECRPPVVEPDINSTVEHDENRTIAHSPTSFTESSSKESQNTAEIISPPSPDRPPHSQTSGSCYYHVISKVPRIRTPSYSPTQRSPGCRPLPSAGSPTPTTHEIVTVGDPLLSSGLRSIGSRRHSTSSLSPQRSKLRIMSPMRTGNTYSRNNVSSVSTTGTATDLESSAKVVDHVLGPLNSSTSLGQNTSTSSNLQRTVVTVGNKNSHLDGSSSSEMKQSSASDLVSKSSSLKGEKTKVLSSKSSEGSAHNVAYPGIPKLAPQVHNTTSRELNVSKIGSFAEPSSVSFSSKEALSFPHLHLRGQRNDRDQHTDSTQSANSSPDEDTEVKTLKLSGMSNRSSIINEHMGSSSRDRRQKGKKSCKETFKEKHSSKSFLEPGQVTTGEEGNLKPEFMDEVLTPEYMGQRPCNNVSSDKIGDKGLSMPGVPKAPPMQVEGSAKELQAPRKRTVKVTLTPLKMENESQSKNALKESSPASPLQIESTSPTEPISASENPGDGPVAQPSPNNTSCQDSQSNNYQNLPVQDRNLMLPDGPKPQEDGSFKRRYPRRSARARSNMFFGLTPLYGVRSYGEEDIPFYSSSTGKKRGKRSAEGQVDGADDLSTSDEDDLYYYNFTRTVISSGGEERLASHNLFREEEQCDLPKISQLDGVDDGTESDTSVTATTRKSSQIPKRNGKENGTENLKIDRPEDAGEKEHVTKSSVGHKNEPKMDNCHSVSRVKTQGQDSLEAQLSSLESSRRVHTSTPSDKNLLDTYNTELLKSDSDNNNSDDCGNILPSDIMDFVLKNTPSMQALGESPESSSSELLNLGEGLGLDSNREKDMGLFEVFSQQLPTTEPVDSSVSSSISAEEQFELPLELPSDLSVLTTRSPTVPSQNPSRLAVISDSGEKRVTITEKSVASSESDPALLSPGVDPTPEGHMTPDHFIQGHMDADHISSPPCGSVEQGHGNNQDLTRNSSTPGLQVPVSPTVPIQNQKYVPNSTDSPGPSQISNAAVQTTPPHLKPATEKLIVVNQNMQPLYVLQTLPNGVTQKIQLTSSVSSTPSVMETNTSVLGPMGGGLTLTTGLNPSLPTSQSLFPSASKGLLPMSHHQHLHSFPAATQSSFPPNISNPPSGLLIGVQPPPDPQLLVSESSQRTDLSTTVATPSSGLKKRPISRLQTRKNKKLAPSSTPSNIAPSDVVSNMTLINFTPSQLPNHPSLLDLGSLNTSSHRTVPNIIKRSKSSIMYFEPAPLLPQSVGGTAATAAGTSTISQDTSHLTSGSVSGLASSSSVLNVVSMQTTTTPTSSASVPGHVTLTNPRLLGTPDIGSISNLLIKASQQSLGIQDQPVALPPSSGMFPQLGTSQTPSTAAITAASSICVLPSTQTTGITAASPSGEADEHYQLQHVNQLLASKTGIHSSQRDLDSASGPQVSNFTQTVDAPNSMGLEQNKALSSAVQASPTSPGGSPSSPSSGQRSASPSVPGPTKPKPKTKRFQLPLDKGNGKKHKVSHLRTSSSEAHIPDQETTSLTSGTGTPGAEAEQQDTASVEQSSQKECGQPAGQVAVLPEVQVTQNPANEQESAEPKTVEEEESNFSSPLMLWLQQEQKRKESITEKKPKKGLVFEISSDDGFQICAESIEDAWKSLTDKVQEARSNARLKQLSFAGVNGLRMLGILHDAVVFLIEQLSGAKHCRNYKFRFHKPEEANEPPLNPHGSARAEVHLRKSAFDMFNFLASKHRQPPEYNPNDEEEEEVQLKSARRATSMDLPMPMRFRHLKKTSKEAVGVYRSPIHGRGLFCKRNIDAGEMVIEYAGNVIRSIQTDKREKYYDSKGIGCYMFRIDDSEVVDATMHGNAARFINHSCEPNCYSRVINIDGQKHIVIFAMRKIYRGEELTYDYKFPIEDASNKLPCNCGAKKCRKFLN
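Fluorescence polarization: 7 uM MLL-CXXC (stock) preincubated 5 min with compounds, then 50 nM fluorescein-HOX-A9 DNA (stock) added; 30 min ambient. Buffer 50 mM Tris-HCl pH 7.5, 50 mM NaCl, 1 mM DTT, 0.05% BSA.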
hERG WT inh: qHTS for Inhibitors of KCHN2 3.1: Wildtype qHTS; U2OS, BacMam KCNH2, thallium flux FluxOr; hits give low values; activity change, % at 1.84 µM; hit rate 0.37% among 340,000; AID 720551, 2013;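 active means maximum activity change below -70%; inconclusive means maximum activity change between -70% and -50%; inactive means maximum activity change above -50%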; further: on the % scale 0 is the no-effect control and ±100 the full control effect
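U2OS cells transduced with wild-type KCNH2 virus are loaded with FluxOr dye for 45 min, and thallium flux is measured in kinetic reads before and after stimulation buffer. Rate constants are normalized to DMSO controls.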
TCR act: Activators of T cell receptors: qHTS campaign; primary human leukocytes, anti-CD3, IL-2 HTRF, 48 h; Potency, µM (titrated, usually from 9.22 µM), for the others: top-dose activation of IL-2 secretion, usual class: activators; 330,000 tested, under 10 active; AID 504894, 2011; further: % of control where 0% means no effect
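Primary human leukocytes were stimulated with a-CD3 beads plus compounds for 48 hr without co-stimulation; secreted IL-2 was quantified by HTRF using a-IL-2-K (europium cryptate) and a-IL-2-d2, excited at 320nm with acceptor emission read at 665nm.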
TSHR antagonist: Antagonists of the Thyroid Stimulating Hormone Receptor: HTS campaign | Thyrotropin receptor (Homo sapiens), P16473 | TSHR-expressing cells, TSH-stimulated cAMP HTRF, 2 h; hits give low values | activity change, negative = inhibition, % at 11.5 µM | hit rate 0.2% among 330,000 | AID 504810, 2011;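 active means activity change below a set negative limit, meaning inhibition stronger than a set level, cut at about -70% in these data; inconclusive means activity change between two set negative limits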; further: on the % scale 0 is the no-effect control and ±100 the full control effect
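Freshly harvested TSHR cells receive pin-tooled compound, then EC80 TSH at 4nM final. After 2 hours at 37 deg C, antibody in lysis buffer and cAMP-d2 are added; 30 minutes at ambient temperature precede the HTRF read.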
Tb PFK inh: qHTS Assay to Find Inhibitors of T. brucei phosphofructokinase; ATP-dependent 6-phosphofructokinase (Trypanosoma brucei brucei), O15648; hit rate 0.17% among 330,000; AID 485367, 2010; T. brucei PFK, ADP-Glo luminescence; Potency, µM (top dose mostly 57.5 µM), inactives show at the highest dose activity, negative = inhibition, most hits filed as inhibitors;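 further: potency means the concentration at half of the fitted maximal effect; 0% = uninhibited 1x PFK enzyme wells and -100% = no-enzyme wells; nearly all actives have a fitted effect of over 60% in size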
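In TEA buffer at pH 8.0 with 5 mM MgCl2, enzyme (1.25 nM) converted F6P (0.5 mM) and ATP (0.1 mM) for 45 min at room temperature. ADP product was read by luciferase luminescence.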
The depositor's hits bear a star; u = inconclusive; x = no result given; [ ] = remark or other dose. Unless noted, the call rests on the fitted dose curve; in most records, active means well fitted curve in the direction sought with a large enough effect; inconclusive means small, poorly fitted or top-dose-only effect, or another doubt; inactive means no such curve, though single readings can be large; an effect the other way counts as inactive or inconclusive.

No.	canonical_smiles	A-T KAP1 phos	GALK inhibitor	Giardia killer	Coupling enz	BCR signal inh
1	O=C(c1noc2c1CCCC2)N1CCc2ccccc2C1	2%	-3%	-2	-1	-12%
2	N#Cc1cc(-c2ccccc2)cn(Cc2c(Cl)cccc2Cl)c1=O	2%	0%	1	6	1%
3	COc1ccc(/C=C2\SC(=Nc3ccccc3)NC2=O)cc1	-4%	6%	x	-3	0%
4	CCn1cc([N+](=O)[O-])c(C(=O)N2N=C(c3ccc4ccccc4c3)CC2c2ccccc2O)n1 (configuration not stated)	-1%	0%	-10	-2	u
5	O=C(CCC(=O)c1cccs1)NCc1ccncc1	-2%	-1%	13	-1	-7%
6	NC(=O)c1ccc(NC(=O)CCc2nc3ccccc3s2)cc1	-1%	9%	2	1	u
7	CC1CCCCN1S(=O)(=O)c1ccc(S(=O)(=O)N2CCCC2)cc1 (configuration not stated)	6%	4%	u	4	0%
8	CCn1cc(CN2CCC(n3nccc3NC(=O)c3cccc(F)c3)CC2)cn1	-2%	-4%	2	x	2%
9	CCn1c(SCC(=O)c2ccc3c(c2)OCCO3)nnc1-c1ccco1	3%	2%	-10	-3	u
10	Cn1c(N)c(C(=O)COC(=O)CC(NC(N)=O)c2ccc(Cl)cc2)c(=O)n(C)c1=O (configuration not stated)	5%	x	-7	x	u

No.	CXXC DNA block	hERG WT inh	TCR act	TSHR antagonist	Tb PFK inh
1	5%	-21	-4%	-5	-1%
2	2%	5	5%	0	-1%
3	23%	x	x	6	1%
4	13%	-7	2%[46.1 µM]	9	-13%
5	5%	-8	7%	-3	6%
6	-7%	-12	-11%	-3	-6%
7	0%	-8	3%	5	-2%
8	-9%	4	1%	1	2%
9	0%	11	0%	4	-2%
10	x	0	-3%	2	4%

No.	canonical_smiles	A-T KAP1 phos	GALK inhibitor	Giardia killer	Coupling enz	BCR signal inh
11	CCOC(=O)N1CCC(NC(=O)c2cc3c(-c4ccccc4F)nn(C)c3s2)CC1	13%	0%	-9	4	u
12	CC12CN(C(=O)c3ccccc3Br)CC(C)(CN(C(=O)c3ccccc3Br)C1)C2=O	7%	1%	-8	0	-9%
13	Cc1nc(N2CCCCC2)sc1C(=O)c1ccc(Cl)c([N+](=O)[O-])c1	-17%	4%	x	0	u
14	COC(=O)c1cc(S(=O)(=O)n2nc(C)c(Br)c2C)c(Cl)cc1Cl	x	0%	-3	0	-2%
15	Cc1cc(OCC(=O)Nc2nnc(C3CC3)s2)ccc1C(C)C	13%	x	5	x	2%
16	O=C(NCC1CCCO1)c1cccc2ccccc12 (configuration not stated)	6%	5%	u	0	2%
17	N#CC(C#N)=NNc1ccc(S(=O)(=O)N2CCCC2)cc1	-14%	0%	-4	18	5%
18	CCOC(=O)N1CCC(NC(=O)c2cc(C(=O)Nc3cccc(C(F)(F)F)c3)ccc2CO)CC1	4%	-1%	14	2	-4%
19	CCOC(=O)Nc1sc2c(c1C(=O)OCC)CCC2	x	-2%	-8	1	u
20	COc1ccc(NS(=O)(=O)c2ccc(SC)cc2)c(OC)c1	3%	-3%	12	-1	-6%

No.	CXXC DNA block	hERG WT inh	TCR act	TSHR antagonist	Tb PFK inh
11	0%	-5	2%	-24	-3%
12	1%	0	7%	-2	4%
13	-9%	x	x	-32	0%
14	-10%	-6	1%	-44	3%
15	x	0	-2%	-2	0%
16	5%	-9	2%	14	-1%
17	2%	9	-1%[46.1 µM]	-20	0%
18	1%	-27	-2%	-12	2%
19	-12%	-3	-2%	-10	1%
20	1%	3	2%	1	2%

No.	canonical_smiles	A-T KAP1 phos	GALK inhibitor	Giardia killer	Coupling enz	BCR signal inh
21	COc1ccc(N2C(=O)CC(Sc3nc4ccccc4s3)C2=O)cc1 (configuration not stated)	4%	-2%	-23	-2	3%
22	C=C(C)C(=O)N1CC2(CC(c3cccc(NC(=O)c4ccccc4)c3)=NO2)C[C@@H]1C(N)=O (some centres not stated)	1%	0%	-12	0	u
23	COc1ccc([C@H]2CC(=O)C=C(c3ccc4ccccc4c3)C2)cc1OC	4%	x	-10	x	-4%
24	O=C(O)c1ccc(NC(=O)c2ccc3c(c2)C(=O)N(CC2CCCO2)C3=O)cc1 (configuration not stated)	-4%	-2%	-3	1	20%
25	Cc1nc2ccccn2c1C(=O)NNC(=O)Nc1ccccc1	-10%	-5%	-10	x	0%
26	CCCCn1c(-c2csc3c2CCCC3)n[nH]c1=S	-4%	-4%	-8	3	u
27	Cc1cccc(NC(=O)Nc2cc(C)on2)c1	x	1%	20	-3	x
28	Cc1ccc(-n2nnc3c(=O)n(CC(N)=O)cnc32)cc1	-12%	3%	-21	1	2%
29	C=CCn1c(SCC(=O)NCc2ccc3c(c2)OCO3)nc2scc(-c3ccccc3)c2c1=O	-4%	-2%	6	0	-2%
30	Cc1ccc(CS(=O)(=O)c2cn(CC(=O)Nc3ccon3)c3ccccc23)cc1	1%	x	-14	x	-21%

No.	CXXC DNA block	hERG WT inh	TCR act	TSHR antagonist	Tb PFK inh
21	6%	-6	-2%	-3	22%
22	2%	-5	4%	9	0%
23	x	x	5%	0	8%
24	9%	-8	6%	-7	3%
25	17%	15	-3%	-4	0%
26	5%	-10	3%	-44	2%
27	-11%	-10	0%	x	x
28	-1%	-2	-5%	-4	-3%
29	11%	-4	0%	-4	4%
30	x	0	4%	11	-12%

No.	canonical_smiles	A-T KAP1 phos	GALK inhibitor	Giardia killer	Coupling enz	BCR signal inh
31	CCC(C)(C(=O)NC1CCCCC1)N(Cc1ccco1)C(=O)c1ccc2c(c1)OCO2 (configuration not stated)	-1%	0%	16	-1	2%
32	CC(C)(O)C#Cc1ccc(CN2CCN(Cc3ccccc3)C(CCO)C2)s1 (configuration not stated)	7%	2%	-14	-2	-68%
33	N#Cc1cc2cc3c(cc2nc1SCC(=O)N1CCOCC1)OCO3	-3%	9%	0	0	2%
34	Cc1nn(Cc2cccc(Oc3ccccc3)c2)c(C)c1NC(=O)NC12CC3CC(CC(C3)C1)C2	17%	x	22	-3	15%
35	COc1ccccc1NC(=O)Nc1ccc2c(c1)OCCO2	8%	12%	1	-3	u
36	CC[C@]12c3[nH]c4ccc(Cl)cc4c3CCN1C(=O)[C@@H](CC(=O)NCc1ccco1)C[C@@H]2C(=O)N1CCN(C(=O)C2CC2)CC1	4%	x	8	x	-2%
37	CCOCCn1ccc2c(OCC(=O)Nc3ccc(OC)c(OC)c3)cccc2c1=O	2%	x	-9	x	0%
38	Cn1ncc(Br)c1NC(=O)CSc1ccc(Cl)cc1	26%	x	3	-1	8%
39	COc1ccc2c(c1)C(C)=CC(C)(C)N2C(=O)Nc1ccccc1	-3%	2%	-3	-1	2%
40	COc1ccc(Br)cc1S(=O)(=O)NCCCN1CCOCC1	5%	-1%	9	-1	-8%
41	COc1ccccc1CC(=O)Nc1ccc(S(=O)(=O)N(C)C2CCN(C)CC2)cc1	4%	x	3	x	1%
42	COc1ccc(C)cc1N(CC(=O)NCCN1CCOCC1)S(=O)(=O)c1ccccc1	-4%	x	-3	x	-1%

No.	CXXC DNA block	hERG WT inh	TCR act	TSHR antagonist	Tb PFK inh
31	7%	-7	4%	9	-15%
32	0%	-2	0%	23	-2%
33	-5%	-4	-63%	-12	2%
34	7%	-14	6%	9	3%
35	2%	-2	x	-2	0%
36	x	6	-3%[46.1 µM]	0	1%
37	x	1	-1%	-29	-2%
38	-15%	3	13%	4	-25%
39	-7%	15	-9%	-8	3%
40	-3%	x	-2%	-24	0%
41	x	-1	-3%	-13	3%
42	x	2	-1%	-5	-6%

3 entries already listed, arranged by heavy-atom count, lowest first.
No.	canonical_smiles	A-T KAP1 phos	GALK inhibitor	Giardia killer	Coupling enz	BCR signal inh
40	COc1ccc(Br)cc1S(=O)(=O)NCCCN1CCOCC1	5%	-1%	9	-1	-8%
31	CCC(C)(C(=O)NC1CCCCC1)N(Cc1ccco1)C(=O)c1ccc2c(c1)OCO2 (configuration not stated)	-1%	0%	16	-1	2%
36	CC[C@]12c3[nH]c4ccc(Cl)cc4c3CCN1C(=O)[C@@H](CC(=O)NCc1ccco1)C[C@@H]2C(=O)N1CCN(C(=O)C2CC2)CC1	4%	x	8	x	-2%

No.	CXXC DNA block	hERG WT inh	TCR act	TSHR antagonist	Tb PFK inh
40	-3%	x	-2%	-24	0%
31	7%	-7	4%	9	-15%
36	x	6	-3%[46.1 µM]	0	1%
